Source: PubChem BioAssay
ARNT-TACC3 inh – disrupts binding between human ARNT and TACC3; AlphaScreen His-ARNT PAS-B/GST-TACC3 binding, luminescence; TACC3 fragment carries E629A point mutation; inhibition, % at 9.99 µM; Q9Y6A5; AID 623870; 390,000 tested, 0.66% active;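 active means mean inhibition of replicates at least 50% and at least half of replicates each reaching 50%; inconclusive means half or more replicates reach 50% but mean below 50%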;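 further: 0% = complete ARNT plus TACC3 wells and 100% = ARNT alone without TACC3; many hits fall short of the cut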
ERp5 inh – blocks human ERp5 reductase activity on insulin; ERp5 insulin aggregation, absorbance 650 nm, 90 min; inhibition, % at 9.99 µM; 350,000 tested, 0.05% active;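 active means mean replicate inhibition above about 25%, with every replicate also reaching it, limit read from the data, passing the limit was not always enough; inconclusive means only one of those two criteria met; inactive means neither criterion met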
Target sequence (Q15084 whole entry, looked up): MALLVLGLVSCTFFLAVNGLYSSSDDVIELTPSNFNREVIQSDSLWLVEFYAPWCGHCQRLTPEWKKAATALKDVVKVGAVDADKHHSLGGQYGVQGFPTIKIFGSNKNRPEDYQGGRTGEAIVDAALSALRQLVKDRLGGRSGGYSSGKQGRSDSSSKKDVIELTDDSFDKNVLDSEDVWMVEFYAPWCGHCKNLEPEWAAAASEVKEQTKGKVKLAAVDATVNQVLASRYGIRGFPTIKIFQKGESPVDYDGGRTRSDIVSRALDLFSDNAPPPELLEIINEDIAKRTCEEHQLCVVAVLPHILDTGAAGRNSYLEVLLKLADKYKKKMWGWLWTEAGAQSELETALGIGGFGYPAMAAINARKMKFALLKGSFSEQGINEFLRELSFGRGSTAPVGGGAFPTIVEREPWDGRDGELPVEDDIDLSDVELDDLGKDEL
SIRT5 inh – blocks human SIRT5 desuccinylation of peptide. Q9NXA8. Purified SirT5, succinyl-peptide AMC, trypsin-coupled fluorescence. inhibition, % at 15 µM. 330,000 tested, 1.1% active. AID 652115; in the data active means inhibition above about 15%; inconclusive means no clear call, values can overlap the other calls
Target sequence (Q9NXA8 whole entry, looked up): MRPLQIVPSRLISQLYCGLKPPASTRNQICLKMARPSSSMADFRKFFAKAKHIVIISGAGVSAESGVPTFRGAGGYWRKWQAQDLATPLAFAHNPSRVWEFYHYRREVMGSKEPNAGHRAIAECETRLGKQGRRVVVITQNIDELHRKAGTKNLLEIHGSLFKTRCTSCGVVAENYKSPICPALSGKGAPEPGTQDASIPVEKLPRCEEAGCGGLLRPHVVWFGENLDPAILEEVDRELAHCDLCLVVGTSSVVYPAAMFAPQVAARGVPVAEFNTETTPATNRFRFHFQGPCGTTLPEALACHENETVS
C2C12 statin – suppressors of simvastatin-induced myotoxicity in C2C12 myotubes; rescue of ATP level, % at 7.49 µM; 330,000 tested, 0.78% active; ATP luminescence, 48 h; scaled: DMSO 0, geranylgeraniol control 100;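 active means mean ATP rescue above about 67%, or every replicate alone reaching that limit, limit read from the data, passing the limit was not always enough; inconclusive means no clear call, values can overlap the other calls; inactive means mean under the limit and some replicate under it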;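 further: myotubes were challenged with 10 µM simvastatin during compound exposure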
esBAF inh – SWI/SNF esBAF complex inhibition | mouse ES cells, Bmi1-luciferase knock-in reporter, 24 h; 100% = twice the neutral-well signal | reporter increase, % at 12.5 µM | 350,000 tested, 2% active; in the data active means activation above about 40%; inconclusive means no clear call, values can overlap the other calls;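 further: 0% = median of the plate's neutral control wells and 100% = double that signal; a rise in the Bmi1 reporter signal indicates esBAF inhibition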
miR-122 sensor – miR-122 inhibition in Huh7 cells; Huh7 miR-122 Renilla luciferase sensor, 48 h; neutral wells = 0, positive control = 100; activation (reporter increase), % at 12.5 µM; 340,000 tested, 0.3% active;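 active means mean replicate activation score at least 90 and every replicate individually at or above 90; inconclusive means only one of the two criteria met; inactive means neither criterion met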;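 further: higher luciferase means less miR-122 activity so hits act as miR-122 inhibitors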
Cneo AK release – Cryptococcus neoformans lysis via adenylate kinase release. 360,000 tested, 0.2% active. C. neoformans lysis, adenylate kinase release luminescence, 4 h; normalised: neutral wells 0, clomiphene wells 100. AID 651654. lysis activity, % at 15 µM;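 active means mean lysis activity across replicates of at least 80%, whatever share of replicates individually reach that level; inactive means mean lysis activity below 80%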
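Signal: Adenylate kinase release luminescence | Assay system: Log-phase Cryptococcus neoformans yeast cells | Input: Cells at 5 × 10^6 per mL | Buffer or medium: Fresh YPD growth medium | Compound: Single dose | Schedule: Static 4 h at 37 °C with compound, 1 h detection | Controls: Clomiphene | Read-out: Luminescence rise reflecting yeast cell lysis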
* hit, by the source's call; ? = inconclusive; · = not tested or not shown; [ ] = dose if it differs, or a comment.

SMILES	ARNT-TACC3 inh	ERp5 inh	SIRT5 inh	C2C12 statin	esBAF inh	miR-122 sensor	Cneo AK release
Cc1ccc(S(=O)(=O)c2cc3c(=O)n4ccccc4nc3n(C3CCCC3)c2=N)cc1	18.0	0.2	-4.3	-0.9	-4.8	·	0.3
CCc1sc(NC(=O)C(C)C)nc1-c1ccccc1	-2.5	4.0	-1.7	-3.3	-5.7	-6.9	-1.8
COc1ccc(-c2nc3ccc(Br)cn3c2Cc2ccc(C)cc2)cc1OC	·	4.8	-2.6	14.8	2.3	-8.6	7.2
CN1CC(=O)N/C1=N\C(=O)Nc1ccc(O)cc1	5.5	0.5	1.4	3.5	3.3	-1.9	-1.2
N#CC(C#N)=Cc1ccc(OCC(=O)N2CCOCC2)cc1	3.6	-1.5	-4.6	·	·	·	·
Cc1ccc(NC(=O)c2ccc(OC(=O)COc3ccc(Cl)cc3C)cc2)cc1	7.9	-3.1	-1.7	·	·	·	·
O=C(ONC(=O)C1C2C=CC(C2)C1C(=O)NOC(=O)c1ccccc1)c1ccccc1 (stereo unspecified)	8.3	-5.3	·	-4.6	-9.2	-0.6	0.7
COC(=O)c1ccc(CNCC(O)COc2ccc(-c3ccccc3)cc2)cc1 (stereo unspecified)	-1.8	-8.0	-0.9	0.3	2.8	-0.2	-3.6
CCOc1ccc2nc3sc(C(=O)N4CCOCC4)c(N)c3cc2c1	21.9	-1.8	2.0	-4.4	34.9	-9.1	1.5
CC1CCN(Cc2cc(=O)oc3ccc4ccccc4c23)CC1	5.4	-5.7	-1.2	·	·	·	·
Cn1c(NNC(=O)CCC2CCCCC2)cc(=O)n(C)c1=O	-2.5	8.0	0.0	12.2	0.3	·	0.3
S=C(Nc1ccccc1Cl)N1CCCC(c2ccccc2)=N1	1.9	-0.5	-2.0	·	·	2.3	1.4
COc1ccc(/C=C2/C(=N)N3N=C(CC(=O)N4CCCC4)SC3=NC2=O)cc1	13.1	-3.2	9.6	13.2	-8.9	-4.8	1.0
COc1ccc(NC(=O)CSc2nnc3ccc(-c4ccncc4)nn23)cc1OC	37.8	0.2	-3.7	6.4	-3.7	-5.2	-0.2
COc1ccc(CNC(=O)c2ccc(CS(=O)Cc3cccc(Cl)c3)o2)cc1 (stereo unspecified)	12.2	1.8	-1.8	-5.1	-10.1	-4.8	-0.6
CC(C)CCNC(=O)c1ccc2c(SCC(=O)O)c3c(nc2c1)CCCC3	-3.9	-1.8	·	·	·	-8.7	-1.7
O=C(CSc1nn(-c2ccccc2)c(=S)s1)Nn1cnnc1	1.4	·	·	-12.4	-3.7	2.2	0.1
O=C(CN1C(=O)NC2(CCCC2)C1=O)OCc1ccccc1F	-6.3	-5.9	-1.0	-4.3	0.2	·	-0.1
CCN1CCCC1CN(Cc1cc2cc(OC)ccc2[nH]c1=O)C(=O)NCc1ccccc1 (stereo unspecified)	4.2	·	·	-28.6	-5.5	·	12.7
NNC(=O)c1cccn(Cc2ccc(Cl)cc2Cl)c1=O	23.4	2.2	-7.0	-6.4	10.2	4.3	0.9
CCCn1c(N)c(N(CCOC)C(=O)c2cc(S(=O)(=O)N3CCCCCC3)ccc2OC)c(=O)[nH]c1=O	18.2	-14.4	-3.0	8.4	1.7	-5.7	3.4
COc1ccc(-c2nc(CCNS(=O)(=O)c3ccc4c(c3)OCCO4)cs2)cc1	-14.0	0.5	-2.3	-8.9	10.0	·	3.7
O=C(NCc1ccc(Cl)c(Cl)c1)c1cc(C2CCCCN2C(=O)C2CCCCC2)on1 (stereo unspecified)	·	-1.5	-0.1	-3.8	-3.7	3.3	-0.9
CC(OC(=O)C1CCN(S(=O)(=O)c2ccc(Cl)cc2)CC1)C(=O)N1CCc2ccccc21 (stereo unspecified)	-18.8	·	·	11.8	-26.9	0.0	0.6
Cc1oc(C(C)(C)C)cc1C(=O)N1CCN(c2ncccc2C(F)(F)F)CC1	12.6	0.8	-0.8	-13.7	-0.6	·	·
Cc1cccc(Oc2ncnc(N)c2[N+](=O)[O-])c1C	-31.8	-2.5	0.9	·	·	3.0	0.6
COC(=O)c1sccc1NC(=O)c1ccc(C(C)C)cc1	-6.1	3.3	-3.7	-4.7	6.6	4.5	-1.2
C[C@@H]1CCCCO[C@@H](CN(C)C(=O)CCCN(C)C)[C@H](C)CN([C@@H](C)CO)C(=O)c2cc(NC(=O)Nc3cccc4ccccc34)ccc2O1	5.0	10.3	-3.6	·	1.2	3.9[16.7 µM]	6.7
C[C@@H]1CN([C@H](C)CO)C(=O)c2cc(NC(=O)Cc3cn(C)c4ccccc34)ccc2O[C@@H]1CN(C)Cc1ccc(C(=O)Nc2ccccc2N)cc1	0.5	-5.6	·	?	-15.6	1.6[16.7 µM]	-2.1
C[C@@H]1CN([C@H](C)CO)C(=O)Cc2cc(NC(=O)Nc3cccc4ccccc34)ccc2O[C@@H]1CN(C)Cc1ccncc1	0.2	-1.9	-1.5	-29.2	4.1	-1.4[16.7 µM]	3.1
O=C(O)C[C@@H]1CC[C@H]2[C@@H](COC[C@H](O)CN2S(=O)(=O)c2ccc(F)cc2)O1	-2.3	-4.5	-0.6	-2.5	-0.5	-5.5[16.7 µM]	3.2
O=C(CSc1nc2ccc(Nc3nc(N4CCOCC4)nc(N4CCOCC4)n3)cc2s1)NCc1ccco1	0.0	4.8	0.5	7.8	2.8	-0.7	-0.9
C[C@@H]1CCCCO[C@@H](CN(C)Cc2ccc3c(c2)OCO3)[C@@H](C)CN([C@@H](C)CO)C(=O)c2cc(NC(=O)c3ccccc3)ccc2O1	-2.8	-0.7	5.4	·	4.3	5.2[16.7 µM]	-0.9
Cc1ccc(S(=O)(=O)Nc2ccc(C(=O)OCC(=O)N(CCC#N)c3ccccc3)cc2)cc1C	-0.4	·	·	-11.6	-5.3	-5.4	1.7
Cc1nc(SCC(=O)Nc2cc(C(N)=O)cc(C(N)=O)c2)c2c(C)c(C)sc2n1	-0.7	3.8	-11.5	·	·	-1.6	-0.7
O=C(COc1ccc([N+](=O)[O-])cc1)NCc1cccnc1	-23.0	1.4	2.4	·	·	·	·
O=C(CCS(=O)(=O)c1ccc(Br)s1)NCc1cccs1	-2.7	·	·	6.4	-0.6	·	-1.2
CCOc1ccc(NC(=O)NNC(=O)c2cccnc2)cc1	5.4	5.0	-2.0	3.3	-8.6	-3.1	0.2
O=C(NC1CC1)c1ccc(S(=O)(=O)NC2CCCCCC2)cc1	-3.3	·	·	-10.1	0.6	33.3	1.4
Cc1cccc(C(=O)NCC(=O)OCC(=O)c2cc(C)n(CC3CCCO3)c2C)c1 (stereo unspecified)	-3.9	-4.4	-0.1	·	·	·	·
CCN1CCN(CCNC(=O)c2cn(Cc3ccccc3F)nn2)CC1	-5.9	·	·	25.5	-7.2	-4.8	0.1
O=C(C[C@H]1C(=O)N(Cc2cccnc2)C[C@@H]1Cc1ccccc1)Nc1ccccc1	·	7.0	0.7	5.3	3.4	-0.1	-0.2
Nc1nncn1C(=O)c1c(Cl)cccc1Cl	4.5	·	·	9.0	0.5	-0.8	2.4
O=C(CN(C1CCCCC1)S(=O)(=O)c1ccc(F)cc1)NCc1ccncc1	9.4	·	·	-15.5	-7.3	22.5	1.3
CN(Cc1ccccc1)c1ccc(N2C(=O)CCC2=O)cc1[N+](=O)[O-]	3.5	-4.4	-0.9	1.8	0.4	0.4	0.3
COc1cc(/C=C/C(=O)NC(C)C2CC3CCC2C3)cc(OC)c1OC (stereo unspecified)	-1.6	-2.4	-4.0	7.7	-14.2	6.4	6.1
N#Cc1ccccc1OCC(=O)N1N=C(c2cccs2)CC1c1ccco1 (stereo unspecified)	-59.0	2.4	-0.6	-14.5	70.0*	10.8	0.4
O=C(N/N=C/c1cc2c(cc1Br)OCO2)c1ccccn1	·	1.0	-4.2	·	·	0.3	0.5
COc1ccc(-c2ccc(-c3noc(C4CCCCC4)n3)c(OC)n2)cc1	-2.3	·	·	-10.9	-4.8	7.6	·
Fc1ccc(Br)cc1C1C=C(c2ccc(Br)s2)Nc2ncnn21 (stereo unspecified)	9.2	·	·	-4.9	-9.4	5.4	2.3
CC(=O)OCC(=O)C1(O)CCC2C3CCC4=CC(=O)CCC4(C)C3(Cl)C(O)CC21C (stereo unspecified)	-10.0	-7.8	-0.2	0.1	11.3	-4.1	·
CN(C)C(=O)C[C@@H]1CC[C@H]2[C@@H](COc3ccc(NC(=O)c4ccc(F)c(F)c4)cc3C(=O)N2C)O1	-4.2	1.2	0.5	-9.8	-0.7	-5.5[16.7 µM]	-4.7
CCOc1c(C)cnc2c1c(=O)n(Cc1ccc(Cl)cc1)c(=O)n2C	-4.6	4.5	-3.5	9.5	-9.8	·	1.0
C=CCn1c(SCc2c(C)noc2C)nc2sc3c(c2c1=O)CCCCC3	7.5	·	·	-23.5	-3.1	-0.8	8.4
CCOC(=O)c1ccc(-c2c(C)cc3oc(=O)cc(-c4ccccc4)c3c2C)cc1	-1.8	1.0	-0.3	4.1	2.3	2.9	0.7
CCCCCCC(=O)Nc1ccc(S(=O)(=O)Nc2onc(C)c2C)cc1	6.7	1.3	0.7	·	·	·	·
COc1ccc2c(C)cc(SC3CCOC3=O)nc2c1 (stereo unspecified)	-0.1	0.0	-0.2	·	·	·	·
O=C(CCCn1c(=O)[nH]c2ccccc2c1=O)N1CCN(c2ccccn2)CC1	3.1	-0.4	-0.6	-26.1	-8.2	2.5	-11.9
O=C(CC1SC(N2CCCCC2)=NC1=O)Nc1ccc(C(=O)Nc2ccccc2)cc1 (stereo unspecified)	2.1	3.0	-3.9	-6.0	7.4	-3.5	0.3
Cn1cccc1Cc1nnc(SCC(=O)Nc2cccc(F)c2)n1-c1ccc(F)cc1	·	5.8	·	-0.6	3.1	-5.0	2.4

Compounds listed so far that contain a COOH group:
SMILES	ARNT-TACC3 inh	ERp5 inh	SIRT5 inh	C2C12 statin	esBAF inh	miR-122 sensor	Cneo AK release
CC(C)CCNC(=O)c1ccc2c(SCC(=O)O)c3c(nc2c1)CCCC3	-3.9	-1.8	·	·	·	-8.7	-1.7
O=C(O)C[C@@H]1CC[C@H]2[C@@H](COC[C@H](O)CN2S(=O)(=O)c2ccc(F)cc2)O1	-2.3	-4.5	-0.6	-2.5	-0.5	-5.5[16.7 µM]	3.2

(continued)
SMILES	ARNT-TACC3 inh	ERp5 inh	SIRT5 inh	C2C12 statin	esBAF inh	miR-122 sensor	Cneo AK release
Cc1nc2ccc([N+](=O)[O-])cc2c(=O)n1Cc1ccc(F)cc1	4.4	0.9	-0.7	-3.4	-4.7	-2.8	4.6
CCOC(=O)N(C)C[C@@H]1OCc2ccccc2-c2ccccc2C(=O)N([C@@H](C)CO)C[C@@H]1C	0.8	-4.5	-8.2	·	0.9	·	-3.1
CC(C)(C)NC(=O)C1c2ccccc2Oc2ccccc21	16.1	0.2	-0.8	29.4	-7.3	-2.5	-2.3
CC1(C(=O)N2Cc3ccccc3C2)CCN1C(=O)C1(c2ccc(Cl)cc2)CC1 (stereo unspecified)	·	7.4	·	6.0	1.9	-3.7	7.1
CCCNC(=O)C1(C)CCCN(C(=O)Cc2ccc(OC)c(OC)c2)C1 (stereo unspecified)	·	4.3	-2.4	0.2	0.6	-0.8	0.4
CCN(CC)c1ccc(/C=N/NC(=O)Nc2ccccc2)cc1	3.3	-2.3	0.2	·	·	·	·

Record cards (already shown):
Shown for `CC(C)(C)NC(=O)C1c2ccccc2Oc2ccccc21` = ARNT-TACC3 inh: 16.1; ERp5 inh: 0.2; SIRT5 inh: -0.8; C2C12 statin: 29.4; esBAF inh: -7.3; miR-122 sensor: -2.5; Cneo AK release: -2.3
Shown for `Cc1nc2ccc([N+](=O)[O-])cc2c(=O)n1Cc1ccc(F)cc1` = ARNT-TACC3 inh: 4.4; ERp5 inh: 0.9; SIRT5 inh: -0.7; C2C12 statin: -3.4; esBAF inh: -4.7; miR-122 sensor: -2.8; Cneo AK release: 4.6

Not a hit list; any-hit rate near 4%.
